H1N1 NS1A inhibition = H1N1 influenza NS1A inhibitors, functional cell based assay (AID 504329); hit rate 0.3% among 340,000; NS1A functional cell-based assay, percent inhibition; higher % means a stronger effect; inhibition, % at 12.5 µM; hits with a dose series show IC50 in µM; in the data active = a potency from the dose series; inconclusive = inhibition above about 27% without an active follow-up result; note: strong numbers were not always called active
VEEV TC-83 Vero = inhibitors of VEEV TC-83 cytopathic effect, confirmation, Vero cells (AID 588727); Vero cells, VEEV TC-83 cytopathic effect inhibition; higher % means a stronger effect; inhibition, % at 20 µM; hits with a dose series show IC50 in µM; hit rate 0.13% among 350,000; in the data active = a potency from the dose series; inconclusive = inhibition mostly from about 14% at the one dose, without a potency; inactive = the rest, 99 in 100 with inhibition below about 12%; note: strong numbers were not always called active
PhoP GFP inhibition = PhoP regulon inhibitors, Salmonella typhi PhoP promoter GFP reporter, confirmatory (AID 1850) | Salmonella Typhi PhoP-promoter GFP reporter, fluorescence, 4 h; higher % means a stronger effect | inhibition, % at 50 µM, or IC50 in µM where a hit was titrated | hit rate 0.33% among 310,000; in the data active = a potency from the dose series; inconclusive = inhibition mostly from about 25% at the one dose, without a potency; inactive = the rest, 99 in 100 with inhibition below about 19%;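 note: 0% = induced wells with vehicle and 100% = uninduced wells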
tuberculosis growth = growth inhibition of non-replicating M. tuberculosis (AID 488890) | hit rate 0.39% among 320,000 | Mycobacterium tuberculosis non-replicating, growth inhibition; higher % means a stronger effect | inhibition, % at 25 µM; hits with a dose series show IC50 in µM; in the data active = a potency from the dose series; inconclusive = inhibition mostly from about 82% at the one dose, without a potency; inactive = the rest, 99 in 100 with inhibition below about 76%;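 note: plate controls were DMSO cells for no effect and high antibiotic wells for full effect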
H37Rv inhibition = M. tuberculosis growth inhibition, HTS (AID 449762) | M. tuberculosis H37Rv growth inhibition, 7H9 media; higher % means a stronger effect | inhibition, % at 25 µM; hits with a dose series show IC50 in µM | hit rate 0.59% among 330,000; in the data active = a potency from the dose series; inconclusive = inhibition above about 70% without an active follow-up result;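 note: bacterial growth assessed after seven days of incubation; strong numbers were not always called active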
VEEV TC-83 Vero 10K pilot screen = further read-out of VEEV TC-83 Vero, marked with its call; inhibition, %; measured here: 10K pilot screen inhibition
Starred values were filed as active, the others as inactive; i = inactive; u = inconclusive; x = no result given; & = joins results of further samples.

SMILES	H1N1 NS1A inhibition	VEEV TC-83 Vero	PhoP GFP inhibition	tuberculosis growth	H37Rv inhibition	others
COc1ccccc1CNC(=O)COn1nnc2ccc(S(=O)(=O)N3CCOCC3)cc21	-7%	7.6%	2%	-5%	8%
CCCCN(C(=O)CSCC(=O)Nc1ccc(C)cc1)c1c(N)n(Cc2ccccc2)c(=O)[nH]c1=O	9%	1.7%	-3%	48%	1%
Cc1ccc(S(=O)(=O)N2CCN(C(C)C(=O)N3CCCc4ccccc43)CC2)cc1 (stereo not given)	-5%	1.0%	-2%	25%	2%
COc1ccccc1-c1nnc2sc(-c3cnccn3)nn12	11%	0.1%	12%	12%	4%
CN1CC(=O)N=C1N	1%&-1%	0.6%	-16%&13%	-20%&11%	-5%&17%
COc1cc(C(=O)N2CCC(O)(c3ccccc3)CC2)cc(OC)c1OC	-1%	7.0%	5%	-4%	1%
O=C(Nc1ccc2c(c1)OCO2)N1CCN(C(=O)C2CCCO2)CC1 (stereo not given)	-4%	0.8%	5%	0%	-2%	VEEV TC-83 Vero 10K pilot screen=0.6
O=C(OCc1nc2ccsc2c(=O)[nH]1)c1ccc(Cl)s1	-11%	1.6%	0%	16%	-4%
O=[N+]([O-])c1ccc(N2CCN(c3ccc(O)cc3)CC2)c(Cl)c1	15%	i	-9%	52%	2%
CCOc1ccc(C(=S)N2CCOCC2)cc1OCC	6%	1.7%	-5%	10%	4%
Cc1ccc(N2CCN(C(=O)c3ccccc3)CC2)c(C)c1	1%	1.0%	-8%	0%	-9%
Cc1ccc(-c2noc(CCCC(=O)N3CCOCC3)n2)cc1	-6%	0.7%	-10%	25%	2%
CC(C)OC(=O)Nc1ccc2c(c1)N(C(=O)CCN1CCOCC1)c1ccccc1CC2	-5%	0.8%	2%	9%	-2%
CCOC(=O)C1CCN(C(=O)COc2ccc(Br)cc2)CC1	-6%	i	-10%	47%	4%
Cc1noc(C)c1NC(=O)N(C)C[C@H]1Oc2ccc(NC(=O)Nc3ccc(C(F)(F)F)cc3)cc2C(=O)N([C@H](C)CO)C[C@@H]1C	-5%	0.9%	x	14%	-2%
N#C/C(=C/c1ccccc1[N+](=O)[O-])c1nc(C2CC2)cs1	16%	10%	1%	42%	11%
NCCc1ccc(OCc2ccccc2)c(OCc2ccccc2)c1	-7%	2.3%	x	u	48%
CCN(CC)C(=O)c1c(NC(=O)c2ccccc2)sc(C)c1C	8%	2.4%	-4%	8%	-8%
COc1ccc(NC(=O)/C(C#N)=C\c2cc(C)n(-c3ccc4c(c3)OCO4)c2C)cc1	-2%	0.9%	-8%	21%	4%
CC(C)(C)c1ccc(Oc2ccc(NC(=O)c3cccs3)cn2)cc1	0%	3.1%	-1%	35%	u
O=C(CSc1ccc(-c2ccco2)nn1)NCc1ccc2c(c1)OCO2	-2%	0.7%	10%	14%	-5%
COc1ccc(C(=O)NCc2nnc(SCC(=O)c3ccccc3)n2C)cc1	6%	2.2%	-3%	8%	-4%
O=c1c(-c2ccc3c(c2)OCCO3)coc2cc(O)cc(O)c12	4%	i	2%	27%	7%
Cc1ccc(S(=O)(=O)N2CCC(=O)N(C(CO)C(C)C)CC2)cc1 (stereo not given)	4%	i	5%	-1%	-8%
Cc1ccc(CN2CCN(Cc3cccn3-c3ccccn3)CC2CCO)cc1 (stereo not given)	0%	i	-11%	14%	7%

Next part; the last 2 above are carried over.
SMILES	H1N1 NS1A inhibition	VEEV TC-83 Vero	PhoP GFP inhibition	tuberculosis growth	H37Rv inhibition	others
Cc1ccc(S(=O)(=O)N2CCC(=O)N(C(CO)C(C)C)CC2)cc1 (stereo not given)	4%	i	5%	-1%	-8%
Cc1ccc(CN2CCN(Cc3cccn3-c3ccccn3)CC2CCO)cc1 (stereo not given)	0%	i	-11%	14%	7%
Cc1ccccc1-n1ncc2c(SCC(=O)N3c4ccccc4CC3C)ncnc21 (stereo not given)	4%	4.0%	-1%	72%	u
CC1=C(N2CCN(c3ncccn3)CC2)CCC1=O	7%	0.6%	-29%	-10%	-4%
O=C(CN1CCC(C(=O)c2ccc(Cl)cc2)CC1)NC1CCCC1	3%	i	-9%	32%	5%
COc1ccc(C2CC(c3ccc(Cl)cc3)=NN2c2ccc(S(N)(=O)=O)cc2)cc1 (stereo not given)	-24%	10%	x	x	x
O=c1c2ccccc2sc2ccc(C#CC3(O)CCCCC3)cc12	7%	3.7%	-27%	48%	u
O=C(O)CSC1=NC(=Nc2ccc(Cl)cc2)C2(CCCCC2)N1c1cccc(C(=O)O)c1	-1%	2.3%	0%	11%	4%
Cc1ccc(N2CCN(CCc3ccccc3)CC2)cc1	7%	i	7%	16%	0%
CC(C)c1nnc(NC(=O)CCC(=O)N2CCN(c3ccccc3F)CC2)s1	2%	0.3%	6%	22%	-2%
Cc1nn(CC(=O)N2CCN(c3ccccc3)CC2)c(=O)c2ccccc12	20%	0.1%	-1%	-7%	-7%
COc1ccc(C(=O)CCC(C)(C)[N+](=O)[O-])cc1	2%	1.5%	-16%	20%	1%
COc1ccccc1NC(=O)c1sc2nc(C)cc(C)c2c1N	-1%	6.6%	-1%	-7%	3%
O=c1c2cc(NC(=S)NCCN3CCCCCC3)ccc2nc2n1CCCCC2	0%	0.2%	-7%	-8%	-7%
COc1ccc(OCCN2CCN(C(=O)c3ccc(OC)c(OC)c3)CC2)cc1	3%	0.5%	-3%	2%	3%
O=C(O)CCN(CC(=O)c1ccc(Cl)cc1)S(=O)(=O)c1ccc([N+](=O)[O-])cc1	-6%	i	-4%	11%	4%
CCOC(=O)CSc1nc(C)cc(=O)[nH]1	2%	4.1%	-3%	2%	1%
COc1ccc(N2CCN(CCNC(=O)Nc3cc(Cl)ccc3Cl)CC2)cc1	28%	0.0%	-2%	21%	3%
COC(=O)c1c(C)nc(C)c(C(=O)OC)c1-c1ccc(OC)cc1	1%	4.7%	-6%	-13%	2%
CCOC(=O)CN(C(=O)CSc1nnc2c(n1)[nH]c1ccccc12)c1ccccc1	12%	7.5%	-1%	-5%	-7%
Cn1c(SCC(=O)NC2CCCC2)nnc1-c1ccncc1	-4%	1.6%	-8%	-1%	-6%
Fc1ccc(COc2ccccc2C(=S)N2CCCC2)cc1	-7%	i	3%	20%	-3%
O=c1c2c3nc4ccccc4nc3n(CC3CCCO3)c2ncn1CCc1ccccc1 (stereo not given)	-2%	11%	18%	-9%	-2%
Oc1cccc(/C=N/Nc2nn3cnnc3c3ccccc23)c1	14%	0.2%	6%	-10%	15%
O=c1cc[nH]c2c(C(F)(F)F)cccc12	2%	2.6%	9%	-5%	-11%
O=C(CSc1ccc(-c2ccccn2)nn1)Nc1nccs1	5%	0.5%	-1%	21%	3%
CS(=O)(=O)N(CC(=O)Nc1cccc(Br)c1)Cc1ccccc1	-8%	2.0%	-4%	6%	4%

Remaining list, next part:
SMILES	H1N1 NS1A inhibition	VEEV TC-83 Vero	PhoP GFP inhibition	tuberculosis growth	H37Rv inhibition	others
N#C/C(=N\Nc1ccccc1F)C(=N)N1CCCCC1	-11%	3.6%	-5%	-2%	1%
COc1cccc(NC(=O)N2CCC(NC(=O)C(Cc3ccccc3OC)NC(C)=O)CC2)c1 (stereo not given)	5%	3.1%	x	x	x
Cc1ccc(-n2nnnc2-c2cnc(N3CCCC3)nc2C(F)(F)F)cc1	3%	2.0%	1%	16%	6%
CC(=O)Nc1ccc(S(=O)(=O)N2CCN(Cc3ccncc3)CC2)cc1	3%	2.3%	-7%	-6%	-4%
Cc1cccc(NC(=O)N2CCCC2C(=O)Nc2ccccc2)c1 (stereo not given)	0%	0.6%	8%	-16%	1%
C=CCc1cccc(C=Nc2c[nH]c(=O)[nH]c2=O)c1O	13%	i	-9%	10%	-1%
Cc1cccc(N(C(=O)c2snc(C(N)=O)c2N)C(C(=O)NCC2CCCO2)c2ccc3ncccc3c2)c1 (stereo not given)	5%	5.4%	-6%	9%	10%
COc1ccc(C/C(N)=N/OC(C)=O)cc1OC	-4%	0.5%	-5%	-7%	-24%
N#Cc1nc(-c2ccccc2Cl)oc1NCC1CCCO1 (stereo not given)	-16%	7.4%	-9%	-6%	0%
O=c1c2cnn(-c3ccccc3)c2nc(-c2cccs2)n1-c1cccc(Cl)c1	6%	4.6%	-6%	43%	12%
O=C(N/N=C/c1ccc(O)c([N+](=O)[O-])c1)C1CC1(c1ccccc1)c1ccccc1 (stereo not given)	5%	i	-4%	53%	25%
COc1cc(C)c2c(c1C=O)Oc1c(c(C)c(O)c3c1C(O)OC3=O)OC2=O (stereo not given)	-6%	2.3%	4%	58%	37%
CCCNC(=O)C1(CC2CC(c3ccccc3)=NO2)CCN(C(=O)CCCCCBr)CC1 (stereo not given)	4%	i	8%	-13%	-3%
CC(C)N1CCc2[nH]c(=S)[nH]c(=O)c2C1	-5%	0.4%	-18%	-9%	1%
Fc1ccc(NC(=S)NC2CC3CCC(C2)N3Cc2ccco2)cc1 (stereo not given)	4%	1.0%	1%	16%	-3%
O=S(=O)(/N=C(\c1ccccc1)N1CCOCC1)c1cccs1	-13%	0.7%	0%	-13%	10%
C=CCC(CC=C)(NC(=O)c1cccc(C)c1)c1ccccc1	-7%	2.6%	-1%	33%	-6%
O=C(Nc1ccccc1N1CCCC1)c1ccc(Br)o1	24%	3.1%	-3%	33%	11%
Cc1ccccc1OCC(O)CN1CCN(c2ccccn2)CC1 (stereo not given)	-6%	0.1%	10%	4%	3%
O=C(Nc1ccc(F)cc1F)c1cc2ccccc2oc1=O	0%	1.1%	-9%	i	1%
C#CC[N+](C)(C)C(C#Cc1ccccc1)CC=C (stereo not given)	1%	0.2%	-4%	12%	-5%

Molecules above that have an aryl methoxy group:
SMILES	H1N1 NS1A inhibition	VEEV TC-83 Vero	PhoP GFP inhibition	tuberculosis growth	H37Rv inhibition	others
COc1ccccc1CNC(=O)COn1nnc2ccc(S(=O)(=O)N3CCOCC3)cc21	-7%	7.6%	2%	-5%	8%
COc1ccccc1-c1nnc2sc(-c3cnccn3)nn12	11%	0.1%	12%	12%	4%
COc1cc(C(=O)N2CCC(O)(c3ccccc3)CC2)cc(OC)c1OC	-1%	7.0%	5%	-4%	1%
COc1ccc(NC(=O)/C(C#N)=C\c2cc(C)n(-c3ccc4c(c3)OCO4)c2C)cc1	-2%	0.9%	-8%	21%	4%
COc1ccc(C(=O)NCc2nnc(SCC(=O)c3ccccc3)n2C)cc1	6%	2.2%	-3%	8%	-4%
COc1ccc(C2CC(c3ccc(Cl)cc3)=NN2c2ccc(S(N)(=O)=O)cc2)cc1 (stereo not given)	-24%	10%	x	x	x
COc1ccc(C(=O)CCC(C)(C)[N+](=O)[O-])cc1	2%	1.5%	-16%	20%	1%
COc1ccccc1NC(=O)c1sc2nc(C)cc(C)c2c1N	-1%	6.6%	-1%	-7%	3%
COc1ccc(OCCN2CCN(C(=O)c3ccc(OC)c(OC)c3)CC2)cc1	3%	0.5%	-3%	2%	3%
COc1ccc(N2CCN(CCNC(=O)Nc3cc(Cl)ccc3Cl)CC2)cc1	28%	0.0%	-2%	21%	3%
COC(=O)c1c(C)nc(C)c(C(=O)OC)c1-c1ccc(OC)cc1	1%	4.7%	-6%	-13%	2%
COc1cccc(NC(=O)N2CCC(NC(=O)C(Cc3ccccc3OC)NC(C)=O)CC2)c1 (stereo not given)	5%	3.1%	x	x	x
COc1ccc(C/C(N)=N/OC(C)=O)cc1OC	-4%	0.5%	-5%	-7%	-24%
COc1cc(C)c2c(c1C=O)Oc1c(c(C)c(O)c3c1C(O)OC3=O)OC2=O (stereo not given)	-6%	2.3%	4%	58%	37%

Assay outcomes deposited in PubChem by Southern Research Specialized Biocontainment Screening Center.
